HIV fusion peptide = inhibitors of HIV fusion peptide binding, primary screen, biochemical, uHTS, fluorescence dequenching (AID 1986) | cell-free peptide binding, fluorescence dequenching, 30 min; higher % means a stronger effect | 0.3% of 290,000 active | inhibition, % at 20 µM, or IC50 in µM where a hit was titrated; in the data active = inhibition mostly above about 52%, no sharp cut-off; inactive = mostly below about 76%; note: some results filed as inactive read as strong as hits
GPR35 arrestin U2OS = GPR35 antagonists blocking zaprinast-driven arrestin recruitment, primary screen, imaging, U2OS, beta-arrestin-GFP, zaprinast agonist (AID 2058) | G-protein coupled receptor 35 (Homo sapiens) | U2OS GPR35 beta-arrestin-GFP translocation imaging, zaprinast antagonism; higher % means a stronger effect | one-dose inhibition, % at 10 µM; IC50 in µM for titrated hits | 0.052% of 290,000 active;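 active = inhibition of at least 50% with at least 30 cells and total cytoplasm GFP at most 10,000,000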
AID2073 = inhibitors of Mint1-CaV2.2 protein interaction, biochemical, HTRF (AID 2073). Voltage-dependent N-type calcium channel subunit alpha-1B (Homo sapiens). HTRF protein-protein interaction, Mint1-CaV2.2; higher % means a stronger effect. inhibition, % at 20 µM; hits with a dose series show IC50 in µM. 0.19% of 290,000 active; in the data active = inhibition mostly above about 51%, no sharp cut-off; note: some results filed as inactive read as strong as hits
K1F lysis inhibition = inhibition of K1F phage lysis, E. coli UTI89, bacterial capsule biogenesis inhibitors, alamar blue (AID 488966); E. coli UTI89 K1F phage lysis, alamar blue, 2 h; higher % means a stronger effect; inhibition, % at 100 µM; hits with a dose series show IC50 in µM; 0.02% of 340,000 active;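 active = phage lysis inhibition, versus mean bacterial control, above a set limit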;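 note: capsule biogenesis inhibitors block K1F phage lysis so surviving cells raise fluorescence; higher fluorescence means more inhibition of phage lysis; actives were called in the ten point dose series up to 300 µM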
Dengue-2 NS5 capping = Dengue-2 NS5 methyltransferase inhibitors, primary screen, biochemical, confirmation dose response (AID 588689); Genome polyprotein (Dengue virus type 2 (strain 16681-PDK53)); Dengue-2 NS5 methyltransferase capping enzyme assay, biochemical; higher % means a stronger effect; inhibition, % at 25 µM; hits with a dose series show IC50 in µM; 0.3% of 340,000 active; in the data active = a potency from the dose series
GPR55 activation = GPR55 agonists via beta-arrestin recruitment, primary screen, imaging, U2OS cells, beta-arrestin-GFP redistribution (AID 1961); 0.048% of 290,000 active; U2OS GPR55 beta-arrestin-GFP redistribution imaging; higher % means a stronger effect; G-protein coupled receptor 55 (Homo sapiens); activation, % at 10 µM, or EC50 in µM where a hit was titrated;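 active = activation above 40% with more than 50 cells counted in the well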;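 note: U2OS osteosarcoma cells stably expressing GPR55 and beta-arrestin-GFP; plate controls were DMSO negative control for no effect and LPI positive control for full effect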
NTR1 agonist = agonists of NTR1, primary screen, imaging, U2OS cells, beta-arrestin-GFP, high content (AID 493036); Neurotensin receptor type 1 (Homo sapiens), P30989; NTR1-U2OS beta-arrestin-GFP spot imaging, agonist mode; 0.17% of 330,000 active; activation, % at 20 µM;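 active = activation at or above 40% of the spot to cytoplasm intensity ratio, with at least 20 cells analyzed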;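 note: 0% = DMSO without peptide and 100% = 100 nM NTR1 peptide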
Target sequence (P30989 whole entry, looked up): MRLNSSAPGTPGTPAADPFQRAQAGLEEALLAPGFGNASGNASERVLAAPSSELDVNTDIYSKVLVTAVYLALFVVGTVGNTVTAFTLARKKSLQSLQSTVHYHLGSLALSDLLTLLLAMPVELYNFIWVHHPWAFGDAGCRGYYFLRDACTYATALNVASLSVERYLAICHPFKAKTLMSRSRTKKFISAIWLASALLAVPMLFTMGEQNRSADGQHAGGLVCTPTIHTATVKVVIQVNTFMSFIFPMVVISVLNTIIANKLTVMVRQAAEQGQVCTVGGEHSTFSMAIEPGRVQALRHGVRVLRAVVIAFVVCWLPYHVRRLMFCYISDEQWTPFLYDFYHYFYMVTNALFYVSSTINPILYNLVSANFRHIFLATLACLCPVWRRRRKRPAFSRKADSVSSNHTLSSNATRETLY
GPR55 LPI antagonism = GPR55 antagonists blocking LPI-driven arrestin recruitment, primary screen, imaging, U2OS, beta-arrestin-GFP, LPI agonist (AID 2013). U2OS GPR55 beta-arrestin-GFP translocation imaging, LPI antagonism; higher % means a stronger effect. inhibition, % at 10 µM, or IC50 in µM where a hit was titrated. G-protein coupled receptor 55 (Homo sapiens). 0.13% of 290,000 active;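 active = spots per cell inhibited over 60%, with over 100 cells counted and total cytoplasm intensity under 500,000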;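 note: U2OS cells stably carrying GPR55 and arrestin-GFP stimulated by 5 µM LPI near EC80; imaged beta-arrestin-GFP aggregate spots per cell after agonist stimulation; plate controls were LPI-stimulated DMSO wells for no effect and DMSO wells without LPI for full effect; some results filed as inactive read as strong as hits; confirmed hits need IC50 under 10 µM and bright autofluorescent wells are also inconclusive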
Siah-1 displacement = Siah-1 peptide-binding antagonists, primary screen, biochemical, fluorescence polarization, rhodamine-plectin, uHTS (AID 1817) | E3 ubiquitin-protein ligase SIAH1 (Homo sapiens) | Siah-1 / rhodamine-plectin peptide fluorescence polarization; higher % means a stronger effect | one-dose displacement, % at 20 µM; IC50 in µM for titrated hits | 0.02% of 290,000 active;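 active = displacement of at least 50% at 20 µM, with a fluorescence ratio check between 0.3 and a set limit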;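 note: plate controls were Siah plus tracer with DMSO for no effect and tracer alone without Siah for full effect; strong numbers were not always called active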
NTR1 agonist cell count 20 µM = recorded beside NTR1 agonist, whose call it bears; cell count; measured here: cell count, cytotoxicity flag
* hit, by the source's call; . = not tested or not shown; [ ] = another dose, or the depositor's remark.

Below each compound – HIV fusion peptide	GPR35 arrestin U2OS	AID2073	K1F lysis inhibition	Dengue-2 NS5 capping	GPR55 activation	NTR1 agonist	NTR1 agonist cell count 20 µM	GPR55 LPI antagonism	Siah-1 displacement
CCN(c1ccccc1)S(=O)(=O)c1ccc(Cl)c(NC(=O)COC(=O)c2cc(O)c3ccccc3c2O)c1
    47%	2%	15%	-1.7%[50 µM]	.	0.8%	2.3	48	11%	1%
Cc1ccccc1Cn1nnc(C(=O)Nc2cccc(C)c2C)c1N
    -3.0%	8%	-2%	0.4%	-4%	-0.3%	6.2	84	6%	0%
O=[N+]([O-])c1cnc2ccccc2c1
    -1.3%	2%	8%	0.1%[50 µM]	4%	0.0%	2.7	61	9%	-1%
CCOC(=O)C1CCN(C2CC(=O)N(c3cccc(Cl)c3)C2=O)CC1 (stereo unspecified)
    3.4%	6%	11%	-0.1%	-5%	0.0%	0.7	53	0%	-4%
O=C(Nc1cccc(-c2csc(Nc3ccc(Cl)cc3)n2)c1)c1ccccc1
    3.7%	6%	-7%	-0.7%	-8%	-0.1%	8.5	84	8%	0%
CCOC(=O)C(Cc1ccc(OC)c([N+](=O)[O-])c1)NC(=O)CCC(=O)Nc1ccc(OC)cc1 (stereo unspecified)
    0.7%	-2%	-15%	.	.	0.4%	2.9	68	-5%	3%
CC(C)c1ccc(NC(=O)C2CC(=O)N(C3CCCC3)C2)cc1 (stereo unspecified)
    -1.1%	25%	9%	-0.5%	-2%	0.1%	-1.1	56	-13%	11%
O=C(Cn1cc(C(=O)c2cccs2)c2ccccc21)NCC1CCCO1 (stereo unspecified)
    -1.7%	1%	14%	0.6%	-10%	-0.2%	-1.1	83	8%	0%
COc1ccc(CNC(=O)C(=O)NC2CCC(C)CC2)cc1 (stereo unspecified)
    -0.3%	1%	-5%	0.3%	-2%	-0.2%	-0.2	40	-8%	3%
CCOc1ccc(C(=O)NCCc2cnc[nH]2)cc1
    0.9%	0%	-4%	0.1%	-7%	-0.1%	-0.4	93	7%	-2%
COCCNc1nc(-c2ccccc2)nc2ccccc12
    -1.6%	28%	2%	0.0%	-5%	-0.1%	2.4	53	8%	-3%
COc1ccc(CNC(=O)c2cccs2)cc1
    -0.5%	4%	-3%	0.8%	-2%	1.7%	-0.1	58	-3%	0%
COC(=O)c1c(NC(=O)c2ccco2)sc(C(=O)N(C)C)c1C
    6.4%	12%	0%	-0.4%	-10%	-0.2%	-0.9	90	2%	4%
Cc1ccc(-c2nc3ccsc3c(=O)[nH]2)cc1
    -1.2%	2%	10%	-0.8%	1%	-0.6%	3.1	35	-13%	-6%
O=C(O)c1cccc(-c2ccc(/C=N/NC(=O)C3COc4ccccc4O3)o2)c1 (stereo unspecified)
    33%	-16%	15%	0.2%	-3%	-0.1%	-1.9	81	5%	-2%
CC1=NN(c2ccccc2)C(=O)/C1=C/N(C)C
    -0.1%	7%	-2%	0.1%	2%	0.7%	0.8	73	6%	2%
O=C(NC(N1CCOCC1)C(Cl)(Cl)Cl)c1ccco1 (stereo unspecified)
    -0.7%	2%	-12%	.	.	-0.1%	0.1	67	20%	-2%
COc1ccc(/C(C)=N/N=C2/NC(=O)CC(C(=O)O)S2)cc1F (stereo unspecified)
    0.3%	9%	5%	0.4%	-1%	-0.1%	-0.8	67	0%	3%
Cc1cc(C)nc(Sc2ccc([N+](=O)[O-])cc2[N+](=O)[O-])n1
    2.5%	3%	-26%	2.7%	3%	-0.2%	2.3	42	-1%	-2%
O=C(NNC(=O)C1CC1)c1ccccc1[N+](=O)[O-]
    0.5%	-4%	4%	0.1%	-4%	0.2%	0.7	50	2%	13%

(list continues)
Below each compound – HIV fusion peptide	GPR35 arrestin U2OS	AID2073	K1F lysis inhibition	Dengue-2 NS5 capping	GPR55 activation	NTR1 agonist	NTR1 agonist cell count 20 µM	GPR55 LPI antagonism	Siah-1 displacement
O=C(CN1CCc2ccccc2C1)Nc1ccc(F)cc1F
    1.3%	-18%	2%	0.4%	-5%	-0.1%	1.5	63	-7%	4%
CCOc1cccc(-c2nnc3sc(COc4ccccc4)nn23)c1
    2.3%	2%	-6%	0.0%	1%	-0.2%	2.0	56	6%	-3%
Cc1ccc(-c2cc(Cc3ccccc3)c(=O)[nH]n2)cc1
    2.4%	-6%	-7%	.	.	-0.2%	1.8	54	10%	5%
CCOC(=O)CCCNC(=O)COC(=O)c1cc2ccccc2cc1O
    0.3%	3%	0%	-2.7%	10%	0.3%	2.1	69	-19%	3%
Cc1nc2ccc(NS(=O)(=O)c3ccc(C)c(C)c3)cc2s1
    -1.0%	-3%	-3%	0.1%	-3%	0.2%	2.0	62	2%	6%
Cc1nc(C)n(CC(O)COc2ccc(C(=O)c3ccccc3)cc2)n1 (stereo unspecified)
    1.5%	-9%	-2%	0.5%	-6%	-0.1%	-0.9	87	12%	4%
COc1ccc(N2C(=O)C3C(C2=O)C(C(=O)c2ccccc2)N2CCCC32)cc1 (stereo unspecified)
    7.4%	-9%	-2%	-2.0%	-25%	0.0%	0.7	52	-2%	10%
CCOC(=O)N1CCN(C(=O)c2ccc(CN(c3ccccc3)S(C)(=O)=O)cc2)CC1
    7.2%	-3%	-1%	0.3%	2%	-0.3%	-0.8	79	4%	-1%
COc1ccc(NCc2cc(=O)[nH]c3ccccc23)cc1
    -2.2%	-8%	-15%	3.8%[50 µM]	1%	-0.1%	-1.1	41	-2%	1%
O=C(CN1C(=O)COc2ccccc21)NNC(=O)Nc1ccccc1F
    -1.4%	5%	4%	0.6%	-7%	-0.2%	-0.2	49	2%	-4%
Cc1nn(C)cc1CN(C)C(=O)CC12CC3CC(CC(C3)C1)C2
    -1.5%	-2%	-3%	3.0%	-5%	-0.3%	0.7	44	3%	-5%
CS(=O)(=O)N(CC(=O)O)c1cc(Cl)cc(Cl)c1
    -0.7%	-23%	-1%	-0.8%	-7%	0.0%	-5.4	74	6%	2%
O=C(O)CC(CC(=O)Nc1ccc(-c2ccccc2)cc1)c1ccccc1 (stereo unspecified)
    4.9%	-23%	-8%	-0.1%	-3%	0.6%	-0.3	50	5%	0%
COC(=O)CN1C(=S)N(c2ccccc2)C(=O)C1CC(=O)Nc1ccc(Cl)cc1 (stereo unspecified)
    7.4%	.	-12%	0.3%[50 µM]	-3%	-0.3%	-2.0	59	2%	-1%
CN1CC2(Cc3c1ccc1ccccc31)C(=O)OC(C)(C)OC2=O
    -1.3%	7%	2%	-0.2%	35%	-0.1%	0.7	92	-4%	5%
Cc1nc2scc(C)n2c(=O)c1S(=O)(=O)NCc1ccccc1
    -1.6%	8%	12%	0.0%	12%	-0.2%	0.6	60	-11%	-7%
C=CCn1c(SCC(=O)N(CC)C2CCS(=O)(=O)C2)nc2ccccc2c1=O (stereo unspecified)
    -1.8%	1%	10%	-0.2%	-2%	-0.1%	-1.2	63	9%	-2%
COc1ccccc1CN1CCNC(=O)C1CC(=O)N(C)Cc1nc(C)cs1 (stereo unspecified)
    2.4%	15%	0%	0.3%	4%	0.2%	1.0	71	5%	15%
CCN1CCN(/C=N/c2nc(C)cs2)CC1
    -4.8%	-5%	3%	-0.1%[50 µM]	4%	0.8%	-0.5	49	-7%	3%
Cc1ccc(C(=O)N2CCN(CCNC(=O)C(=O)Nc3ccc(Cl)cc3)CC2)cc1
    -0.2%	-5%	4%	-0.1%	3%	0.0%	2.5	69	6%	2%

Carrying on:
Below each compound – HIV fusion peptide	GPR35 arrestin U2OS	AID2073	K1F lysis inhibition	Dengue-2 NS5 capping	GPR55 activation	NTR1 agonist	NTR1 agonist cell count 20 µM	GPR55 LPI antagonism	Siah-1 displacement
COc1ccc(/C(C)=N/NC(=O)c2nc(C)cc(C)n2)cc1
    -1.6%	-7%	-5%	0.4%	-1%	0.2%	-1.0	46	-10%	1%
CC(C)(C)Cc1nnc(NC(=O)c2cc(-c3ccccc3)nc3ccccc23)s1
    2.5%	11%	5%	2.7%	-3%	0.0%	6.5	47	-18%	-4%
CC(C)=CCN1CCN(CCCn2cccn2)CC1CCO (stereo unspecified)
    0.8%	-5%	-1%	0.5%	0%	0.7%	-1.7	90	-5%	-3%
O=C(O)CCC(NC(=O)OCc1ccccc1)C(=O)O (stereo unspecified)
    -1.8%	14%	7%	0.1%	-3%	0.3%	-1.6	44	34%	7%
CN1CCN(NS(=O)(=O)c2ccc(Cl)s2)CC1
    1.9%	-8%	42%	0.5%[50 µM]	10%	0.2%	0.5	47	5%	2%
O=C(Nc1ccccc1)c1ccc(NCc2ccco2)c(S(=O)(=O)N2CCOCC2)c1
    -1.9%	0%	1%	-0.5%	-14%	-0.2%	-1.3	74	1%	-2%
COc1cccc(N/C(SCc2cccc([N+](=O)[O-])c2)=C(/C#N)C(N)=O)c1
    -1.3%	-10%	-7%	1.4%	-4%	0.6%	-1.0	46	18%	17%
O=c1ccccn1CCOc1ccccc1Cl
    -0.7%	6%	7%	4.4%	0%	0.1%	2.3	53	6%	-1%
CC(=O)c1ccc(N2CCN(C(=O)C3CCCN3S(=O)(=O)c3cccc4nsnc34)CC2)cc1 (stereo unspecified)
    -0.3%	-1%	22%	1.3%	-6%	-0.1%	-0.9	76	-12%	5%
COc1ccc(NC(=O)CN(C)S(=O)(=O)c2cnc[nH]2)cc1
    -0.6%	-8%	9%	0.0%	0%	-0.2%	-1.1	44	-7%	-5%
CCN(CCCNC(=O)CSc1cc(=O)n(C)c2cc(Cl)ccc12)Cc1ccccc1
    -0.6%	3%	-3%	0.2%	-2%	0.2%	-0.1	79	1%	3%
COc1nc(-c2ccccc2)ncc1S(=O)(=O)c1ccccc1
    5.5%	-5%	-4%	0.5%	-9%	0.7%	1.2	44	9%	4%
S=c1[nH]nc(-c2ccccn2)n1/N=C/c1ccc(-c2ccccc2Cl)o1
    5.3%	-3%	9%	5.3%	8%	-0.5%	2.3	52	12%	0%
CC(C)(C)C(=O)Nc1ccc(C(=O)N/N=C/c2ccccc2OC(=O)c2ccc(Cl)cc2)cc1
    -0.7%	-3%	20%	2.3%	4%	-0.2%	0.1	44	-7%	-1%
COc1ccc(CCN(C)C(=O)c2ccc(S(=O)(=O)NCc3ccco3)cc2)cc1OC
    -2.0%	-13%	1%	5.3%	-5%	0.0%	2.5	59	14%	-5%

Copied from the list.
For Siah-1 displacement, S=c1[nH]nc(-c2ccccn2)n1/N=C/c1ccc(-c2ccccc2Cl)o1 is entered as 0%
For GPR35 arrestin U2OS, CS(=O)(=O)N(CC(=O)O)c1cc(Cl)cc(Cl)c1 is entered as -23%
